GSTO1 counter: blocks human GSTO1 in RBBP9 counter-screen. recombinant GSTO1, activity-based probe fluorescence polarization. inhibition, % at 5.96 µM. 1.1% of 300,000 active. AID 1974;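 active = inhibition above the campaign mean inhibition plus 3 SD, cut at about 35% in these data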;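 also: 0% = GSTO1-1 with DMSO and 100% = wells lacking GSTO1-1 enzyme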
PAFAH1B2 FP inh: blocks human PAF acetylhydrolase 1b catalytic subunit 2; recombinant PAFAH1B2, FP-rhodamine activity probe, fluorescence polarization; 1.2% of 340,000 active; P68402; AID 492953; inhibition, % at 3.39 µM;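 active = inhibition above the mean of all tested compounds plus 3 SD, cut at about 24% in these data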;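 also: 0% = enzyme with DMSO and 100% = wells lacking PAFAH1B2; many of its hits are not listed in these tables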
PAFAH1B3 FP inh: PAFAH1B3 (human) inhibition; Q15102; recombinant PAFAH1B3, FP-rhodamine probe, fluorescence polarization; inhibition, % at 3.39 µM; 0.28% of 340,000 active;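 active = inhibition above the screen-wide average of all tested compounds plus 3 SD, cut at about 25% in these data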;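 also: 0% = enzyme with DMSO only and 100% = wells lacking PAFAH1B3 protein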
LYPLA2 counter: counter-screen for PME1 inhibitors: inhibitors of human LYPLA2; AID 2177; O95372; 0.38% of 320,000 active; inhibition, % at 5.9 µM; recombinant LYPLA2, FP-Rh probe fluorescence polarization;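 active = inhibition above the screen-wide mean plus 3 SD, limit set per campaign, cut at about 26% in these data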;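 also: 0% = LYPLA2 with DMSO and 100% = wells lacking LYPLA2 enzyme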
Target sequence (O95372 whole entry, looked up): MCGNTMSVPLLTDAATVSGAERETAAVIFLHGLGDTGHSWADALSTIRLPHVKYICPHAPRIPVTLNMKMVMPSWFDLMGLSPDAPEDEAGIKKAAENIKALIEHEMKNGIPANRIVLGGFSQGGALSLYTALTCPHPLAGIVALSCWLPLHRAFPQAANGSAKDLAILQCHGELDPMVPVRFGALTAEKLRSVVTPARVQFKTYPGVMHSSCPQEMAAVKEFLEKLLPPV
PME-1 inh: blocks human protein phosphatase methylesterase 1; 0.53% of 320,000 active; recombinant PME-1, FP-Rh probe fluorescence polarization; AID 2130; inhibition, % at 5.9 µM; Q9Y570;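 active = inhibition above the campaign mean of all compounds plus 3 SD, cut at about 26% in these data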;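 also: competitive labeling of PME-1 active site by serine hydrolase directed probe; 0% = PME-1 with DMSO and 100% = wells lacking PME-1 enzyme; inhibitors block probe labeling so polarization falls and inhibition rises; many of its hits are not listed in these tables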
PAFAH2 FP inh: PAFAH2 (human) inhibition | Q99487 | recombinant PAFAH2, FP-rhodamine activity probe, fluorescence polarization | inhibition, % at 3.39 µM | 0.99% of 340,000 active;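 active = inhibition above the mean over all tested compounds plus 3 SD, cut at about 30% in these data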;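 also: inhibitors block probe labeling of enzyme so polarization drops; 0% = enzyme with DMSO and 100% = wells lacking PAFAH2 protein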
LYPLA1 counter: counter-screen for PME1 inhibitors: inhibitors of human LYPLA1; AID 2174; 0.16% of 320,000 active; inhibition, % at 5.9 µM; recombinant LYPLA1, FP-Rh probe fluorescence polarization;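 active = inhibition above the mean of all tested compounds plus 3 SD, set per campaign, cut at about 14% in these data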;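 also: inhibitors block serine hydrolase probe labeling of LYPLA1 so polarization falls; 0% = enzyme with DMSO and 100% = wells lacking LYPLA1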
PAD4 inh: blocks human protein arginine deiminase 4. Q9UM07. recombinant PAD4, RCA probe fluorescence polarization. inhibition, % at 6.36 µM. 0.41% of 330,000 active;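 active = percent inhibition above a cutoff equal to the mean of all tested compounds plus 3 SD, cut at about 15% in these data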;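 also: 0% = PAD4 with RCA probe and DMSO and 100% = probe without PAD4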
Target sequence (Q9UM07 whole entry, looked up): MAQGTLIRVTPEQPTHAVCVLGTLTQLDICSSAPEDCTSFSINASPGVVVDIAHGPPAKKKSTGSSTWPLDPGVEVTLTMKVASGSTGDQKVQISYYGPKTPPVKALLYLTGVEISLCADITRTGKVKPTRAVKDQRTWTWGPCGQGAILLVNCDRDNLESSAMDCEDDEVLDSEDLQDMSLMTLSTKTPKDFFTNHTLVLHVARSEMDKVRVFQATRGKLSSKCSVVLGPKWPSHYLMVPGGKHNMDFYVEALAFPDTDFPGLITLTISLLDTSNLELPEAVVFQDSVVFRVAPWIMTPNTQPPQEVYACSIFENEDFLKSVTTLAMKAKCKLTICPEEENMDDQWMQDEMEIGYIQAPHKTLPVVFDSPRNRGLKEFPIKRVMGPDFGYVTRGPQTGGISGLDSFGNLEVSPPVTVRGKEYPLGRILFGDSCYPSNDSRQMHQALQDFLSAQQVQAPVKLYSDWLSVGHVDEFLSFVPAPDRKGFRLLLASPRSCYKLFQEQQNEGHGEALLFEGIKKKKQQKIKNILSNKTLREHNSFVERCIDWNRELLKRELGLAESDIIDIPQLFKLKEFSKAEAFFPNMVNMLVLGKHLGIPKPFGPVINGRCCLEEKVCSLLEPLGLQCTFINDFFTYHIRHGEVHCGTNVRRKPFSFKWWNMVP
pPAFAH inh: pPAFAH (human) enzyme inhibition; 1.5% of 330,000 active; recombinant pPAFAH, FP-rhodamine probe fluorescence polarization; Q13093; AID 463082; inhibition, % at 3.39 µM;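 active = inhibition above the mean inhibition across the screen plus 3 SD, cut at about 25% in these data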;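 also: inhibitors block binding of the rhodamine activity-based probe so polarization drops; 0% = enzyme with DMSO and 100% = wells lacking pPAFAH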
Numbers without * were called inactive; . = not tested or not shown. Some of the compounds tested; rates above refer to the full screens.

Start of the data: the first two records, ahead of the listing:
1) COc1cc2c(cc1OC)CN(C(=O)/C=C/c1cccc([N+](=O)[O-])c1)CC2
2) CCCc1cc(=O)n2c([nH]c3ccccc32)c1C#N

Screen / compound no.	1	2
GSTO1 counter	6	-129
PAFAH1B2 FP inh	1	6
PAFAH1B3 FP inh	5	2
LYPLA2 counter	2	-2
PME-1 inh	1	-1
PAFAH2 FP inh	-7	2
LYPLA1 counter	4	0
PAD4 inh	-6	3
pPAFAH inh	-10	10

The whole of this part, from the start:
1) COc1cc2c(cc1OC)CN(C(=O)/C=C/c1cccc([N+](=O)[O-])c1)CC2
2) CCCc1cc(=O)n2c([nH]c3ccccc32)c1C#N
3) CCOc1ccc(NC(=O)CSc2nc(=O)n(CCN3CCOCC3)c3c2CCCC3)cc1
4) CN1C(=O)c2ccccc2C(C(=O)O)C1c1cccc([N+](=O)[O-])c1 (stereo not given)
5) Cc1cccc(OCc2nnc(SC(C)C(=O)O)n2-c2ccccc2)c1 (stereo not given)
6) COc1ccccc1C(=O)NCCC(=O)N(C)CC(=O)Nc1ccc(Cl)cc1

Screen / compound no.	1	2	3	4	5	6
GSTO1 counter	6	-129	3	1	5	8
PAFAH1B2 FP inh	1	6	2	-1	-1	3
PAFAH1B3 FP inh	5	2	7	-10	5	8
LYPLA2 counter	2	-2	0	-4	1	0
PME-1 inh	1	-1	1	-2	-2	1
PAFAH2 FP inh	-7	2	-2	-5	-10	-2
LYPLA1 counter	4	0	2	-1	4	0
PAD4 inh	-6	3	-1	-3	-3	3
pPAFAH inh	-10	10	3	2	3	0

7) CCn1cc(/C=N/NC(=O)c2ccc3c(c2)OCO3)cn1
8) COc1ccc(-c2cc(-c3ccccc3)nc(SCC(=O)Nc3nccs3)c2C#N)cc1
9) Cc1cc2cc(CNC(=S)Nc3ccc(OC(F)F)cc3)ccc2[nH]1
10) CCN(CC)CCN(Cc1cc2ccc(C)cc2[nH]c1=O)C(=O)Nc1ccc(Cl)cc1
11) O=C(NC1CC2CCCC(C1)N2Cc1ccco1)NC12CC3CC(CC(C3)C1)C2 (stereo not given)
12) COCCCN1C(=O)N(c2ccc(F)cc2)C(=O)C1CC(=O)Nc1ccccc1 (stereo not given)

Screen / compound no.	7	8	9	10	11	12
GSTO1 counter	-5	5	0	0	-1	3
PAFAH1B2 FP inh	1	-41	6	2	1	8
PAFAH1B3 FP inh	8	-16	4	9	5	9
LYPLA2 counter	-7	-1	-10	-10	4	3
PME-1 inh	-7	-15	4	-50	1	0
PAFAH2 FP inh	1	-178	-2	3	-9	-7
LYPLA1 counter	0	-5	-9	-2	2	9
PAD4 inh	-2	1	-2	-3	2	-1
pPAFAH inh	-6	-1	5	-2	3	4

13) O=C(NC1CCCc2ccccc21)c1cc(Cl)ccn1 (stereo not given)
14) COc1ccc(C(=O)Nc2ccc(OCC(=O)N3CCOCC3)cc2)c(OC)c1OC
15) COC1OC(COC(=O)c2ccccc2)C(OC(=O)c2ccccc2)C1OC(=O)c1ccccc1 (stereo not given)
16) COc1cccc(OCC(=O)O/N=C(\N)c2ccncc2)c1
17) Cc1ccsc1/C=N/NC(=O)CSCc1ccc(Cl)cc1
18) O=C(N/N=C/c1cc2c(cc1[N+](=O)[O-])OCO2)c1ccc2c(c1)OCO2

Screen / compound no.	13	14	15	16	17	18
GSTO1 counter	-2	15	-6	4	-2	6
PAFAH1B2 FP inh	6	0	3	2	10	5
PAFAH1B3 FP inh	-4	5	-14	11	11	6
LYPLA2 counter	3	-2	-1	17	-3	0
PME-1 inh	3	2	-5	2	0	2
PAFAH2 FP inh	0	2	3	-3	3	-8
LYPLA1 counter	-1	-2	-4	-3	-4	2
PAD4 inh	1	-1	3	-6	-7	-1
pPAFAH inh	0	-2	-3	3	6	4

19) C/C(=C\c1ccccc1F)C(=O)c1c(C)cc(C)[nH]c1=O
20) c1ccc(Nc2nc(N3CCCCC3)nc(N3CCCCC3)n2)cc1
21) O=C(COC(=O)/C=C/c1cccs1)Nc1cccc(S(=O)(=O)N2CCOCC2)c1
22) CC1(C(=O)O)COC(c2ccc(Cl)cc2)OC1 (stereo not given)
23) COCCn1c(SC(C)C(=O)NC2CCCCC2C)nc2ccccc2c1=O (stereo not given)
24) C=C(C)Cn1c(=O)c2c(nc3n2CCCN3Cc2ccccc2)n(C)c1=O

Screen / compound no.	19	20	21	22	23	24
GSTO1 counter	8	7	-4	1	-5	1
PAFAH1B2 FP inh	1	-2	0	6	2	1
PAFAH1B3 FP inh	-1	2	0	6	6	5
LYPLA2 counter	3	1	4	4	0	1
PME-1 inh	-2	-1	1	1	-2	-4
PAFAH2 FP inh	-1	7	68*	-3	-7	-3
LYPLA1 counter	5	4	0	2	2	0
PAD4 inh	3	-1	-1	-2	-3	0
pPAFAH inh	5	5	4	3	-4	5

Exported field by field: 2 of the compounds above
#23 COCCn1c(SC(C)C(=O)NC2CCCCC2C)nc2ccccc2c1=O (stereo not given)
- GSTO1 counter: -5
- PAFAH1B2 FP inh: 2
- PAFAH1B3 FP inh: 6
- LYPLA2 counter: 0
- PME-1 inh: -2
- PAFAH2 FP inh: -7
- LYPLA1 counter: 2
- PAD4 inh: -3
- pPAFAH inh: -4
#21 O=C(COC(=O)/C=C/c1cccs1)Nc1cccc(S(=O)(=O)N2CCOCC2)c1
- GSTO1 counter: -4
- PAFAH1B2 FP inh: 0
- PAFAH1B3 FP inh: 0
- LYPLA2 counter: 4
- PME-1 inh: 1
- PAFAH2 FP inh: 68*
- LYPLA1 counter: 0
- PAD4 inh: -1
- pPAFAH inh: 4

(cont.)
25) CN(C)CCC1c2ccc(Cl)cc2CCc2cccnc21 (stereo not given) (tested in a mixture with another compound)
26) CN(CC(=O)Nc1cccc(F)c1)C(=O)c1cc([N+](=O)[O-])ccc1N1CCCCC1
27) CSCCC(NC(=O)c1ccccc1C)C(=O)O (stereo not given)
28) CC(C)(C)c1ccc(-c2ccc3c(c2)S(=O)(=O)c2ccccc2C3=O)cc1
29) COc1cccc(CN(C)C(=O)CCC(=O)c2cc(Br)ccc2OC)c1
30) CC1(C)OC(=O)N(CCC(=O)Nc2cccc(F)c2)C1(C)O (stereo not given)

Screen / compound no.	25	26	27	28	29	30
GSTO1 counter	11	-2	6	-4	.	8
PAFAH1B2 FP inh	1	1	18	3	7	-8
PAFAH1B3 FP inh	3	7	6	14	11	-7
LYPLA2 counter	-6	-1	6	1	.	5
PME-1 inh	0	-8	-5	3	.	-2
PAFAH2 FP inh	4	5	3	3	2	4
LYPLA1 counter	-3	4	2	0	.	-3
PAD4 inh	3	2	-1	2	-3	3
pPAFAH inh	5	4	-1	-7	3	11

31) N=C1C(c2ccccc2)=C(O)CN1NC(=O)c1ccccc1
32) CC(C)CC1C(C#N)=C(N)Oc2n[nH]c(-c3cccs3)c21 (stereo not given)
33) O=C(O)CCCCCCCCCC[n+]1ccccc1
34) Cn1nnnc1SCc1ccc(C(=O)Nc2ccc(Br)cc2)cc1
35) CCOc1ccc(-n2c(Cc3cc(=O)[nH]c(=O)[nH]3)nnc2SC(C)C)cc1
36) Cn1c(=O)[nH]c(=O)c2c1nc(Br)n2CC(O)c1ccccc1 (stereo not given)

Screen / compound no.	31	32	33	34	35	36
GSTO1 counter	3	10	-10	11	5	20
PAFAH1B2 FP inh	2	2	1	-1	-4	2
PAFAH1B3 FP inh	3	6	9	8	5	0
LYPLA2 counter	-1	7	-10	8	4	4
PME-1 inh	4	6	-5	-2	-6	5
PAFAH2 FP inh	2	3	2	11	3	-5
LYPLA1 counter	-4	0	-4	-1	2	2
PAD4 inh	1	-10	-1	-1	-4	-7
pPAFAH inh	2	6	-1	3	-1	2

37) O=C(CSc1cccc[n+]1[O-])NC(=O)c1ccc(OC(F)F)cc1
38) Cc1ccccc1NC(=S)N(C)C1(c2ccccc2Cl)CCCCC1=O (stereo not given)
39) CCOC(=O)c1ccc(NC(=O)c2ccc(CN3CCOCC3)cc2)cc1
40) CC(C)Nc1nc2c(c(=O)n(C)c(=O)n2C)n1C
41) Cc1cc(C(=O)NC2CCN(Cc3ccccc3)CC2)n[nH]1
42) CCOc1ccc(CCNC(=O)Cn2cccc2C(=O)c2ccccc2)cc1OCC

Screen / compound no.	37	38	39	40	41	42
GSTO1 counter	-4	3	-7	-6	7	4
PAFAH1B2 FP inh	3	4	-2	3	2	8
PAFAH1B3 FP inh	-2	1	-5	8	9	5
LYPLA2 counter	12	2	2	8	0	3
PME-1 inh	3	-4	-8	-9	-9	6
PAFAH2 FP inh	-5	3	4	-13	0	-1
LYPLA1 counter	4	-2	-3	1	3	2
PAD4 inh	-6	-4	6	-3	-5	-2
pPAFAH inh	3	3	-5	-5	1	2

43) COc1ccc2oc(C(=O)NCCC(C)C)c(C)c2c1
44) Brc1ccc(-n2cc(-c3ccccc3)c3c(NN4CCOCC4)ncnc32)cc1
45) Cc1ccc(-c2nnn(CC(=O)N(c3ccccc3)C(C(=O)NC3CCCC3)c3ccco3)n2)o1 (stereo not given)
46) Cc1cc(C)c2c(c1)-c1c(ssc1=S)C(C)(C)N2C(=O)CN1C(=O)c2ccccc2C1=O
47) Cc1cc(C)cc(NC(=O)Nc2cc(S(=O)(=O)N(C)C)ccc2C)c1
48) Oc1ccccc1N1CCN(C(=S)Nc2ccc(SC(F)F)cc2)CC1

Screen / compound no.	43	44	45	46	47	48
GSTO1 counter	2	3	-1	-8	-8	19
PAFAH1B2 FP inh	7	0	0	10	.	5
PAFAH1B3 FP inh	5	0	4	5	.	3
LYPLA2 counter	8	5	3	6	-18	3
PME-1 inh	-8	-1	-7	4	-8	-5
PAFAH2 FP inh	-3	5	4	3	.	-8
LYPLA1 counter	2	0	0	-1	-15	-2
PAD4 inh	0	-6	-7	24*	8	-5
pPAFAH inh	4	18	7	6	4	1

49) O=C(COC(=O)c1ccccc1NCCO)NCC1CCCCC1
50) COc1ccc(/C(O)=C2/C(=O)C(=O)N(CCN(C)C)C2c2ccc(OC)c(OC)c2)c(C)c1 (stereo not given)
51) CCC(CO)Oc1cc(NCc2ccccc2C(F)(F)F)c2ncn(C(C)C)c2c1 (stereo not given)
52) CC1OC(Oc2ccc3ccc(=O)oc3c2-c2c(O)ccc3cc(Oc4ccc5ccc(=O)oc5c4)c(=O)oc23)C(O)C(O)C1O (stereo not given)

Screen / compound no.	49	50	51	52
GSTO1 counter	.	8	.	8
PAFAH1B2 FP inh	4	3	2	-1
PAFAH1B3 FP inh	-2	-2	6	4
LYPLA2 counter	2	1	.	-1
PME-1 inh	2	-1	.	-1
PAFAH2 FP inh	2	3	3	6
LYPLA1 counter	-2	-4	.	-2
PAD4 inh	-3	-5	-3	1
pPAFAH inh	8	0	10	4

Two of the compounds above, tab-delimited.
no.	smiles	GSTO1 counter	PAFAH1B2 FP inh	PAFAH1B3 FP inh	LYPLA2 counter	PME-1 inh	PAFAH2 FP inh	LYPLA1 counter	PAD4 inh	pPAFAH inh
51	CCC(CO)Oc1cc(NCc2ccccc2C(F)(F)F)c2ncn(C(C)C)c2c1 (stereo not given)	.	2	6	.	.	3	.	-3	10
50	COc1ccc(/C(O)=C2/C(=O)C(=O)N(CCN(C)C)C2c2ccc(OC)c(OC)c2)c(C)c1 (stereo not given)	8	3	-2	1	-1	3	-4	-5	0
